Bioassay records: PubChem BioAssay, The Scripps Research Institute Molecular Screening Center
TEAD-YAP block: TEAD-YAP interaction inhibition, primary screen, TEAD-YAP interaction inhibitor project, luminescence, HEK-TIYL cells. TEAD-Gal4/YAP UAS-luciferase luminescence. inhibition, % at 9.12 µM. hit rate 1.4% among 640,000. AID 1259422, 2018; in the data active means inhibition above about 32%;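 further: 0% = median of test compound wells and 100% = reference inhibitor wells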
GPR151 activ: activators of human GPR151, primary screen, cell-based, PathHunter beta-arrestin, luminescence | G-protein coupled receptor 151 (Homo sapiens), Q8TDV0 | PathHunter beta-arrestin GPR151 cells | activation, % at 11.2 µM | hit rate 1% among 650,000; in the data active means activation above about 4.9%;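 further: 0% = median of compound wells and 100% = cells with positive control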
Target sequence (Q8TDV0 whole entry, looked up): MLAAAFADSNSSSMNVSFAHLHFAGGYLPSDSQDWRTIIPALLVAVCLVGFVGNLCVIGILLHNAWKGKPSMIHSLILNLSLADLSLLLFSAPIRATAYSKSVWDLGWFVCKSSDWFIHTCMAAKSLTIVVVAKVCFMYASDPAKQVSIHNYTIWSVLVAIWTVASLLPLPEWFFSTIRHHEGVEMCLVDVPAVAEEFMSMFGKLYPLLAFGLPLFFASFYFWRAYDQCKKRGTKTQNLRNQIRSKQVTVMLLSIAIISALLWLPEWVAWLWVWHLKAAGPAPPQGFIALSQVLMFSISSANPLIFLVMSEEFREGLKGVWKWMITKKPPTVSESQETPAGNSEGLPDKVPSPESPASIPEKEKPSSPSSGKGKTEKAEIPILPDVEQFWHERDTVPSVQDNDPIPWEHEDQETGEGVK
FBW7 activator: FBW7 E3 ligase activators, primary screen, biochemical, AlphaScreen, human; F-box/WD repeat-containing protein 7 (Homo sapiens), Q969H0; AlphaScreen FBW7–phospho-cyclin E peptide binding, activator screen; normalized activity (activation), % at 26.1 µM; hit rate 0.13% among 650,000; AID 1259310, 2017; in the data active means normalized activity above about 1.9%;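 further: purified mutant Fbw7 with reduced substrate affinity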
MITF primary: MITF inhibitors, primary screen, biochemical, AlphaScreen, human | AlphaScreen MITF homodimerization, bead proximity signal | hit rate 0.91% among 650,000 | Microphthalmia-associated transcription factor (Homo sapiens), O75030 | inhibition, % at 2.6 µM; in the data active means inhibition above about 50%;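 further: 0% = vehicle wells with protein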
Target sequence (O75030 whole entry, looked up): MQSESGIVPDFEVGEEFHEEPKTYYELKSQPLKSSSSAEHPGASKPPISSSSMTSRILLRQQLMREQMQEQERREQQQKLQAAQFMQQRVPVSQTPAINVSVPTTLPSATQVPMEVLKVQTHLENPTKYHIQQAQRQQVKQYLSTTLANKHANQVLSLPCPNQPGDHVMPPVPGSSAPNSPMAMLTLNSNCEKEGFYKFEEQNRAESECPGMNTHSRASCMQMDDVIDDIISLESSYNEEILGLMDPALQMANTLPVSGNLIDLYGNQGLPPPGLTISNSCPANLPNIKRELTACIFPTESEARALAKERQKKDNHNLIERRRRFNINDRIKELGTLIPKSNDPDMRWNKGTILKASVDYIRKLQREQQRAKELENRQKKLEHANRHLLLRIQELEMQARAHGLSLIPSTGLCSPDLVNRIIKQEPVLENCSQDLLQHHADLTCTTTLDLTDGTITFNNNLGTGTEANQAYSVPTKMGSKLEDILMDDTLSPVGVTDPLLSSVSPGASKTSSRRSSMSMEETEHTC
* marks the source's active call; other numbers are inactive results; x = no result given. Outcome played no part in choosing rows (roughly 3.4% active in at least one column).

SMILES | TEAD-YAP block | GPR151 activ | FBW7 activator | MITF primary
Oc1c(C(Nc2cccc(C(F)(F)F)c2)c2ccccn2)ccc2cccnc12 (stereo not drawn) | 27 | 3.4 | -1.1 | 51*
O=S(=O)(NCC1COC2(CCCCC2)O1)c1cccc2ccccc12 (stereo not drawn) | -7 | 1.0 | -0.1 | 4
CC(Oc1ccc(Cl)cc1)C(=O)NNC(=O)COc1cccc(F)c1 (stereo not drawn) | 11 | -1.0 | 0.4 | 6
CCOC(=O)NN=C1CC(C)(C)NC(C)(C)C1 | -3 | 0.4 | 0.2 | 9
CC(=O)Nc1nc(-c2cc3cc(Cl)ccc3oc2=O)cs1 | 10 | -0.4 | 0.0 | 5
N#Cc1c(N)ncc2c3ccccc3n(CCCN3CCOCC3)c12 | 15 | 1.8 | -0.1 | 14
Cc1ccc(C(NC(=O)Cc2cccs2)C(=O)Nc2ccc3c(c2)OCCO3)cc1 (stereo not drawn) | 2 | 2.2 | 0.2 | 1
Cc1ccc(NS(=O)(=O)c2c[nH]c(=O)[nH]c2=O)cc1C | 0 | -2.6 | 0.2 | 5
COCCNc1nc(-c2ccc(OC)cc2)ccc1C(=O)NCCNC(C)=O | 3 | -0.5 | 0.2 | 44
S=C(NCCc1c[nH]c2ccccc12)Nc1cccc(Cl)c1 | -2 | 1.3 | 0.0 | 1
C[n+]1ccn(CCCNC(=O)C(Cl)Cl)c1 | -1 | 1.0 | 0.0 | 16
Cc1cc(NCCO)nc(Nc2ccncn2)n1 | 1 | -1.0 | 0.0 | -8
OC(COc1cc(Cl)c(Cl)cc1Cl)CN1CCN(c2ncccn2)CC1 (stereo not drawn) | 1 | 1.5 | 0.1 | 10
Cc1nnc(NC(=O)CSc2nnc(Cc3ccccc3)n2C)s1 | 3 | 1.0 | 0.0 | 16
NC(=O)c1cc2c(ccc3ccccc32)oc1=Nc1cc(F)ccc1F | 1 | -1.4 | -0.1 | -4
NS(=O)(=O)c1ccc(CCNC(=O)C2CCCCC2)cc1 | -1 | 1.0 | 0.3 | 0
CCCSc1nc2c(c(=O)[nH]c(=O)n2C)n1CCOCC | 4 | -0.6 | 0.0 | 1
Cc1ccc2c(c1)C(c1ccc(F)cc1)N(C(=O)c1ccccc1[N+](=O)[O-])CC(=O)N2 (stereo not drawn) | 2 | -1.9 | 0.1 | 3
CCCN(CCC)Cc1c(C(=O)N/N=C/C=C/c2ccccc2)nnn1-c1nonc1N | -3 | -1.0 | 0.1 | 16
COc1ccc(C2(NC(=O)c3cccc(N4CCCCS4(=O)=O)c3)CCCC2)cc1 | -3 | 0.7 | 0.3 | 9

Random excerpt: four compounds from above
SMILES | TEAD-YAP block | GPR151 activ | FBW7 activator | MITF primary
Cc1ccc2c(c1)C(c1ccc(F)cc1)N(C(=O)c1ccccc1[N+](=O)[O-])CC(=O)N2 (stereo not drawn) | 2 | -1.9 | 0.1 | 3
CC(=O)Nc1nc(-c2cc3cc(Cl)ccc3oc2=O)cs1 | 10 | -0.4 | 0.0 | 5
OC(COc1cc(Cl)c(Cl)cc1Cl)CN1CCN(c2ncccn2)CC1 (stereo not drawn) | 1 | 1.5 | 0.1 | 10
NS(=O)(=O)c1ccc(CCNC(=O)C2CCCCC2)cc1 | -1 | 1.0 | 0.3 | 0

(further entries)
SMILES | TEAD-YAP block | GPR151 activ | FBW7 activator | MITF primary
COc1cccc(C(=O)Nc2ccc3c(c2)N(S(=O)(=O)c2cccs2)CCC3)c1OC | -6 | 2.1 | 0.0 | -2
c1ccc(-c2nnc3n2CCN(Cc2ccc(Oc4ncccn4)cc2)CC3)cc1 | -1 | -0.2 | 0.0 | -2
COCC(C)NC(=O)Cn1c(C(F)(F)F)nc2c(cnn2-c2ccccc2)c1=O (stereo not drawn) | 5 | 1.5 | 0.1 | 11
N/C(CC(=O)NC1CCCCC1)=N\OCC(=O)N1CCCc2ccccc21 | 2 | 0.5 | -0.1 | -3
CCOC(=O)c1cc2c(=O)n3ccccc3nc2n(C2CCCCC2)c1=NC(=O)c1ccc(C)cc1 | -10 | 0.0 | 0.1 | 6
Cc1ccnc(SCc2cc(=O)c(OC(=O)c3ccccc3[N+](=O)[O-])co2)n1 | -10 | 2.8 | -0.1 | 2
COc1ccc(-n2nnnc2-c2ccc3ccccc3n2)cc1 | 16 | -1.0 | 0.0 | 2
CCOC(=O)Cc1c(C)c2c(OC(C)=O)cc(OC(C)=O)cc2oc1=O | 5 | 0.4 | 0.4 | 11
COc1cccc(CCNC(=O)c2cc(COc3c(F)cccc3F)on2)c1 | -8 | 0.3 | -0.1 | 3
COc1ccc(-c2nc3scc(CCNC(=O)c4ccccc4Cl)n3n2)cc1OC | 2 | 0.8 | 0.0 | -3
CCOc1ccc(C(=O)Nc2cc(C)ccc2C)cc1 | -33 | -1.7 | 0.0 | -3
O=C(NC(=O)C1CCCCC1)Nc1ccc(Cl)cc1 | -3 | 1.2 | 0.0 | 11
CC(C)CNC(=O)c1c(Cl)cccc1Cl | -2 | 0.1 | 0.0 | 0
COc1ccc(C(NC(=O)C2CCN(C(=O)Cc3cccs3)CC2)c2ccccn2)cc1 (stereo not drawn) | -5 | -1.5 | 1.8 | -4
CCOc1ccc(N2C(=O)CC(N3CCSCC3)C2=O)cc1 (stereo not drawn) | 10 | 0.3 | 0.0 | 14
c1ccc(CN2CCC(Nc3nc(Nc4ccccc4)c4ncn(-c5ccsc5)c4n3)CC2)cc1 | -22 | -0.4 | 0.0 | 19
CCN(CC)CCn1c(=S)[nH]c2cc(C(=O)NCCc3ccc(Cl)cc3)ccc2c1=O | -1 | 1.6 | -0.1 | -21
COC(=O)c1cc(=O)n2c(n1)sc1cc(C)c(C)cc12 | 11 | 0.3 | 0.1 | 18
CCCCC[C@H](O)/C=C/[C@@H]1[C@@H](CCCCCCCO)[C@@H](O)C[C@H]1O | x | 1.7 | x | 6
Clc1ccc(-c2nc3cc(NCc4ccc5c(c4)OCO5)ccc3o2)c(Cl)c1 | -17 | -1.7 | 0.3 | 0
CC1CCN(C(=O)CC2(c3ccccc3F)CC(=O)N(C3CCCC3)C2=O)CC1 (stereo not drawn) | 4 | -1.3 | -0.2 | -19
COc1cc(C)ccc1OCCOCCN1CC(C)OC(C)C1 (stereo not drawn) | 4 | 1.1 | -0.2 | 57*
C[C@H]1Cc2c(-c3ccccc3)nc3c(c2CO1)CN(C(=O)NCc1ccco1)CC3 | x | 0.9 | 0.0 | 11
N/C(COc1ccccc1)=N\NC(=O)c1cccnc1Oc1ccccc1 | -4 | 0.3 | 0.0 | -9
COc1ccc(Cl)cc1NC(=O)CN(C(=O)N1CCN(C)CC1)S(=O)(=O)c1ccc(C)cc1 | 3 | 2.6 | 0.2 | 4
O=C(CN1Cc2ccccc2OC(c2ccccc2)C1)NCCc1ccco1 (stereo not drawn) | -10 | -0.4 | -0.1 | 4
CCOc1ccc(N(CC(=O)NC(C)(C)C)C(=O)Cn2nnc(-c3ccc(C)o3)n2)cc1 | 5 | -0.3 | 0.3 | 3
O=C(Nc1ccccc1)N1CC(=O)N(OCc2ccccc2)C1c1ccccc1 (stereo not drawn) | -14 | -1.1 | 0.5 | 19
O=C(Nc1ccccc1C(=O)O)c1cc(S(=O)(=O)Nc2ccccc2)ccc1Cl | -3 | 0.1 | 0.0 | 8
Cc1csc(NC(=O)CSc2nc3ccccc3cc2C#N)n1 | -33 | 0.5 | -0.2 | 0
COC(=O)C1=CN(CC2CCCO2)C=C(C(=O)OC)C1c1cccc(Br)c1 (stereo not drawn) | 0 | -1.1 | 0.2 | -11
CCOC(=O)CNS(=O)(=O)c1ccc(C(=O)OCC)cc1 | -6 | 0.6 | 0.2 | 1
CCOc1cc(/C=C2/SC(=Nc3ccccc3)NC2=O)cc(Br)c1O | 7 | 0.6 | -0.1 | 4
CC(=O)c1ccc(OCC(=O)Nc2ccc(-c3ccccc3)cc2)cc1 | -3 | 3.2 | 0.1 | -4
COC(=O)c1ccc(-c2cnn3ccc(Nc4cccc(Cl)c4)nc23)cc1 | 3 | 0.2 | -0.2 | 14
CCCn1c(SCC(=O)Nc2cccc(NC(C)=O)c2)nnc1-c1cccnc1 | -2 | -0.7 | 0.0 | 20
CCCCC1CN(C(=O)c2cc(C)nc(C)n2)Cc2ccccc2O1 (stereo not drawn) | -2 | -1.0 | -0.4 | -15
COc1ccc(/C=C2\NC(=S)N(C)C2=O)cc1O | -13 | -0.4 | -0.1 | 10
Cc1cncn(CC(=O)NCCOc2ccccc2)c1=O | -11 | 0.0 | -0.1 | -2
CC(C)N(CCNc1nc(-c2ccccc2)nc2c1ncn2C1CCCCC1)C(C)C | 4 | -1.2 | 0.2 | 11

Single records, as listed above.
COC(=O)c1ccc(-c2cnn3ccc(Nc4cccc(Cl)c4)nc23)cc1 is listed as TEAD-YAP block = 3; GPR151 activ = 0.2; FBW7 activator = -0.2; MITF primary = 14
N/C(COc1ccccc1)=N\NC(=O)c1cccnc1Oc1ccccc1 is listed as TEAD-YAP block = -4; GPR151 activ = 0.3; FBW7 activator = 0.0; MITF primary = -9

(more compounds)
SMILES | TEAD-YAP block | GPR151 activ | FBW7 activator | MITF primary
N#Cc1c(C(F)(F)F)cc(-c2cccs2)nc1SCC(=O)Nc1ccccn1 | -5 | 1.4 | 0.0 | -2
Cc1ccc(OCC(=O)N2CCN(C(=O)c3cccnc3)CC2)cc1 | 5 | 0.8 | -0.1 | 6
COCC(C)NC(=O)c1sc2ncnc(NCc3cccc(C)n3)c2c1C (stereo not drawn) | 2 | 0.5 | 0.3 | 2
Cc1cccc(NC(=O)c2cc(S(=O)(=O)N3CCN(c4cccc(Cl)c4)CC3)ccc2F)c1C | 12 | 0.7 | 0.1 | 4
COC(=O)CN1C(c2ccc([N+](=O)[O-])cc2)Nc2ccc(Br)cc2C1c1ccccc1 (stereo not drawn) | 1 | -0.7 | 0.6 | 12
CCc1cccc(CC)c1NC(=O)c1oc(=O)c2ccccc2c1-c1ccccc1 | 3 | 1.0 | -0.1 | 6
CCCCN(CC)C(=O)C(C(=O)c1ccc(F)cc1)n1ccccc1=O (stereo not drawn) | -2 | 0.4 | 1.3 | 18
Cc1cc(C)nc(SCC(=O)c2ccc(Br)cc2)n1 | -15 | -0.2 | 0.0 | 0
COc1ccc(C(C)C)cc1S(=O)(=O)NC1CCCCC1 | 10 | 0.1 | 0.2 | 18
COc1ccc(-c2nc(NC(=O)c3cccnc3)sc2C)cc1 | -4 | 1.1 | -0.1 | -5
Cc1cc(C)cc(NC(=O)CN(C)S(=O)(=O)c2ccc3c(c2)C(C)(C)C(=O)N3C)c1 | 9 | 4.6 | -0.1 | 9
O=C(NCCN1CCOCC1)C1CCN(c2ccc(N3CCCC3CO)nn2)CC1 (stereo not drawn) | 9 | 4.8 | -0.1 | 6
O=C(Nc1ccc(N2CCOCC2)cc1)c1ccc2nc(Nc3ccc4ncccc4c3)sc2c1 | -7 | 4.0 | -0.3 | 8
Clc1ccc(CCNc2nc3ccccc3n3nnnc23)cc1 | 9 | 0.4 | 0.3 | 10
COc1cc(OC)c(/C=C2\NC(=S)N(C)C2=O)cc1Br | -5 | 1.2 | -0.1 | -7
COc1cccc2c1OC1(C)C(C(=O)Nc3ccc(Cl)cc3)C2NC(=S)N1c1cccc(Cl)c1 (stereo not drawn) | -6 | 0.0 | -0.1 | 10
COc1ccc([N+](=O)[O-])cc1/C=C1/C(=O)NC(=O)N(c2ccccc2)C1=O | 3 | -0.5 | 0.1 | -4
COc1ccc(N(CC(=O)Nc2cc(C)ccc2C)S(=O)(=O)c2c(C)noc2C)cc1 | -4 | -0.4 | 0.1 | 13
O=C(Nc1ccc2c(c1)C(=O)c1ccccc1C2=O)c1cccc(N2C(=O)CCC2=O)c1 | 1 | 0.0 | 0.1 | 11
COc1cccc2ccc(CN3CCC4(CC3)CC4C(=O)N3CCCN(C)CC3)nc12 (stereo not drawn) | -16 | 0.1 | 0.1 | -4

Limited to FBW7 activator (three entries from above):
compound	FBW7 activator
O=C(Nc1ccc(N2CCOCC2)cc1)c1ccc2nc(Nc3ccc4ncccc4c3)sc2c1	-0.3
Clc1ccc(CCNc2nc3ccccc3n3nnnc23)cc1	0.3
COc1cc(OC)c(/C=C2\NC(=S)N(C)C2=O)cc1Br	-0.1

Next part.
SMILES | TEAD-YAP block | GPR151 activ | FBW7 activator | MITF primary
Cc1ccc(C2=NN(C(=O)Cc3ccc([N+](=O)[O-])cc3)C(O)(C(F)(F)F)C2)cc1 (stereo not drawn) | 4 | 2.9 | -0.2 | 2
CCOc1ccc(C2C(C(=O)OC)=CN(Cc3ccc(F)cc3)C=C2C(=O)OC)cc1 | -2 | 0.6 | 0.1 | 11
COc1ccc(C2C(C#N)=C(N)SC(N)=C2C#N)cc1C | 4 | -0.6 | 0.2 | 14
Cc1nc2ccccc2nc1OCc1nnc(-c2ccccc2Br)o1 | -8 | 2.2 | 0.0 | 1
COCCOC(=O)C1=C(C)NC2=C(C(=O)CCC2)C1c1cccc2ccccc12 (stereo not drawn) | 10 | -0.8 | 0.0 | 8
COc1cccc(NC(=S)NC(=O)CC(C)(C)C)c1 | -43 | -0.6 | 0.0 | 4
COc1ccc(NC(=O)Cn2nc(-c3ccccc3)ccc2=O)c2ncccc12 | -4 | 0.4 | 0.1 | 13
